# NTR1 agonist – agonists of NTR1, primary screen, imaging, U2OS cells, beta-arrestin-GFP, high content (AID 493036); P30989; NTR1-U2OS beta-arrestin-GFP spot imaging, agonist mode; activation, % at 20 µM; 330,000 tested, 0.17% active;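 active = activation at or above 40% of the spot to cytoplasm intensity ratio, with at least 20 cells analyzed; inconclusive = wells under 20 cells, flagged as cytotoxic or low count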;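 also: 0% = DMSO without peptide and 100% = 100 nM NTR1 peptide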
# Target sequence (P30989 whole entry, looked up): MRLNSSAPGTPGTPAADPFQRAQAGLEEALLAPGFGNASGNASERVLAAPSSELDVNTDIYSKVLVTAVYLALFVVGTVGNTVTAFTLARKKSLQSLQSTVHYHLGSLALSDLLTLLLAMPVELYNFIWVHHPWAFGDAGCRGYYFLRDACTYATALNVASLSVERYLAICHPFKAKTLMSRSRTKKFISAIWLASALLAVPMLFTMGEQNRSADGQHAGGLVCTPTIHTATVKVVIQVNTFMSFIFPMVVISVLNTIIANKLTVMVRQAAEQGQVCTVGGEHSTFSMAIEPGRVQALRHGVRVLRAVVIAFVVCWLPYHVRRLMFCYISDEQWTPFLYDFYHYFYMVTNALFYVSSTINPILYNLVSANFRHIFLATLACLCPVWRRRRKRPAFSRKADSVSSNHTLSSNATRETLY
# T cell modulator – T cell immune modulators affecting CD8 T cell-vesicle binding | 2C CD8+ T cell-vesicle binding, flow cytometry; stronger effect = lower value | calls only at 7 µM | 330,000 tested, 0.068% active | AID 2052;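 active = response, share of CD8 T cells binding vesicles, and their 90th percentile fluorescence all below set limits, cut at about 80% in these data, passing the limit was not always enough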
#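 System: murine 2C transgenic CD8+ T lymphocytes; also added: QL9-loaded Drosophila micro-vesicles; times: binding 1.5 h at 37 °C; measured by: flow cytometry, PE anti-B7-1 (FL2) versus Alexa647 anti-CD8 (FL8), PFA-fixed; control set: Peptide-free naked vesicles (low) and QL9 vesicles with 0.7% DMSO vehicle (high)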
# West Nile virus CPE – West Nile virus antiviral activity, cell-based, CPE readout (AID 1621). West Nile virus-infected cells, CPE inhibition; higher % means a stronger effect. CPE inhibition, % at 10 µM, or IC50 in µM where a hit was titrated. 290,000 tested, 0.02% active; in the data active = a potency from the dose series; inconclusive = CPE inhibition mostly from about 3.7% at the one dose, without a potency; inactive = the rest, 99 in 100 with CPE inhibition below about 2.2%; also: strong numbers were not always called active
# Large T inhibition – TAg ATPase/helicase activity blockers – biochemical (AID 1903); SV40 large T antigen ATPase/helicase inhibition assay; higher % means a stronger effect; inhibition, % at 20 µM, or IC50 in µM where a hit was titrated; 310,000 tested, 0.39% active; in the data active = a potency from the dose series; inconclusive = inhibition mostly from about 32% at the one dose, without a potency; inactive = the rest, 99 in 100 with inhibition below about 32%; also: strong numbers were not always called active
# PhoP inhibition – inhibitors of PhoP regulon expression, primary screen, Salmonella Typhimurium, GFP reporter (AID 1863). S. Typhimurium PhoP-regulated promoter GFP reporter, 4 h; higher % means a stronger effect. inhibition, % at 50 µM, or IC50 in µM where a hit was titrated. 300,000 tested, 0.16% active;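 active = inhibition over 29.93%, a cutoff 3 SD above the screen mean, later confirmed by dose response; inconclusive = inhibition over 29.93% but no dose response follow-up; inactive = inhibition at most 29.93% or unconfirmed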;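 also: 0% = low Mg2+ inducing control and 100% = high Mg2+ repressing control; strong numbers were not always called active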
# MgcRacGAP inhibition – MgcRacGAP GTPase-activating activity inhibitors, confirmation, biochemical, ADP Hunter fluorescence; inhibition, % at 30 µM; hits with a dose series show IC50 in µM; AID 624330; MgcRacGAP-stimulated Rac1 GTP hydrolysis, ADP Hunter fluorescence; higher % means a stronger effect; GST-tagged Rac1 F28L mutant substrate; 340,000 tested, 0.6% active;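 active = first-screen hits whose inhibition reached a set limit at any dose in the follow-up dose series; inconclusive = inhibition above the set first-screen limit but never retested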;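 also: fluorescence reports GDP produced by GAP-driven GTP hydrolysis; strong numbers were not always called active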
# NS5 inhibitors – flavivirus cap methylation enzyme inhibition – biochemical, confirmation dose response, primary screen (AID 588689); 340,000 tested, 0.3% active; inhibition, % at 25 µM, or IC50 in µM where a hit was titrated; Dengue-2 NS5 methyltransferase capping enzyme assay, biochemical; higher % means a stronger effect; in the data active = a potency from the dose series; inconclusive = inhibition above about 29% without an active follow-up result
# RSV antiviral HEp-2 – RSV antiviral activity via CPE protection, HEp-2 cells, primary 10 µM value included (AID 2391); HEp-2 cells, RSV-induced CPE inhibition; higher % means a stronger effect; 310,000 tested, 0.13% active; one-dose CPE inhibition, % at 10 µM; IC50 in µM for titrated hits; in the data active = a potency from the dose series; inconclusive = CPE inhibition mostly from about 23% at the one dose, without a potency; inactive = the rest, 99 in 100 with CPE inhibition below about 21%; also: strong numbers were not always called active
# UTI89 phage lysis – inhibition of K1F phage lysis, E. coli UTI89, bacterial capsule biogenesis inhibitors, alamar blue (AID 488966); E. coli UTI89 K1F phage lysis, alamar blue, 2 h; higher % means a stronger effect; inhibition, % at 100 µM, or IC50 in µM where a hit was titrated; 340,000 tested, 0.02% active;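 active = phage lysis inhibition, versus mean bacterial control, above a set limit; inconclusive = no clear call, values can overlap the other calls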;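 also: capsule biogenesis inhibitors block K1F phage lysis so surviving cells raise fluorescence; higher fluorescence means more inhibition of phage lysis; actives were called in the ten point dose series up to 300 µM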
# T cell modulator vesicle-bound % – second read-out of T cell modulator, no call of its own (marks repeat the call); double positive events, %; measured here: CD8+ vesicle-bound cell fraction;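 binding gate set so that unloaded-vesicle control wells show 10% double positive cells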
# NTR1 agonist cell count 20 µM – second read-out of NTR1 agonist, no call of its own (marks repeat the call); cell count; measured here: cell count, cytotoxicity flag
# NS5 inhibitors pilot replicate – also measured in NS5 inhibitors; calls as there; inhibition, %; measured here: pilot screen replicate inhibition
# Starred values were filed as active, the others as inactive; i = inactive; u = inconclusive; x = not tested or not shown; [ ] = another dose, or the depositor's remark.
SMILES,NTR1 agonist,NTR1 agonist cell count 20 µM,T cell modulator,T cell modulator vesicle-bound %,West Nile virus CPE,Large T inhibition,PhoP inhibition,MgcRacGAP inhibition,NS5 inhibitors,RSV antiviral HEp-2,UTI89 phage lysis,others
O=C(Cn1cnc2c(cnn2-c2ccccc2)c1=O)c1ccc(Cl)cc1,1.4,47,i,48,-0.3%,15%,-8%,17%,-2%,1.8%,i,
COC(=O)C1C(=O)c2c([nH]c(C(=O)OC3CCCC3)c2C)CC1C (centres undefined),3.2,65,i,33,0.2%,23%,-1%,4%,-10%,2.6%,0.6%,
O=C(c1ccc(C(=O)N2CCCc3ccccc32)nc1)N1CCCc2ccccc21,0.8,45,i,16,0.0%,x,x,6%,-3%,2.1%,-0.5%[50 µM],
CC1(NC(=O)c2cc(Cl)nc3ccccc23)CCS(=O)(=O)C1 (centres undefined),1.8,76,i,26,x,x,x,-3%,-7%,1.4%,0.7%[50 µM],
O=C(N/N=C/c1c[nH]c2ccc(Br)cc12)c1ccccn1,1.7,49,i,22,0.3%,8%,-3%,7%,3%,0.2%,1.0%,
CC(=O)Nc1ccc2c(c1)N(C(=O)CN(C)C)c1ccccc1CC2,0.0,39,i,13,-0.2%,4%,-2%,4%,0%,-0.7%,0.0%,
CC(=O)c1cccc(S(=O)(=O)N2CCN(c3nc4cc(C)cc(C)c4cc3C#N)CC2)c1,2.2,57,i,41,x,18%,1%,6%,-7%,55%,1.8%,
CCC(C(=O)NC(C)(C)C)N(Cc1cccs1)C(=O)CNS(=O)(=O)c1ccccc1 (centres undefined),-1.2,58,i,8,-0.5%,14%,-1%,1%,2%,-1.3%,0.9%[50 µM],
Cc1n[nH]c(=O)c2c(NC(=O)CSc3nncs3)oc(C)c12,-0.4,54,i,28,x,4%,-3%,3%,4%,1.3%,1.5%[50 µM],
COCCN(CC1CCCN(C2Cc3ccccc3C2)C1)C(=O)c1cccc(C)c1 (centres undefined),0.9,59,i,14,-0.4%,16%,-6%,16%,-17%,1.2%,0.3%,
COc1ccc(C(CC(=O)Nc2nccs2)n2cccc2)cc1 (centres undefined),0.4,35,i,13,0.2%,0%,-4%,-13%,-7%,3.5%,-1.2%,
O=C(NC(O)C(=O)c1cccs1)c1cccnc1 (centres undefined),3.0,47,i,10,0.3%,10%,15%,8%,-8%,1.1%,0.8%,
CC(C)COc1cccc(C(=O)N(C)CC(=O)Nc2cccc3ccccc23)c1,1.2,60,i,44,x,x,x,-5%,-7%,x,4.1%,
COc1ccccc1CCNC(=O)C(=O)NCC1OCCN1S(=O)(=O)c1ccccc1 (centres undefined),-0.5,74,i,40,-0.7%,5%,x,5%,-1%,1.9%,-0.3%,
CCOC(=O)C1CCCN(S(=O)(=O)c2cc3[nH]c(=O)c(=O)[nH]c3cc2C)C1 (centres undefined),-2.1,73,i,54,0.2%,x,x,-4%,-6%,0.0%,2.6%,
COc1ccc(CCn2nnnc2CN2CCN(C(=O)c3ccco3)CC2)cc1OC,-1.2,32,i,57,-0.3%,3%,-8%,8%,-2%,1.1%,1.0%,
CC(C)[C@H](NC(=O)c1c(F)cccc1F)C(=O)Nc1cccc(Br)c1,-1.1,86,i,57,-0.7%,10%,2%,12%,-4%,4.4%,0.3%,
Nc1c(C(=O)NC2CCCC2)c2nc3ccccc3nc2n1/N=C/c1ccco1,34,63,i,23,1.2%,2%,13%,9%,-24%,0.1%,0.2%,
NNC(=O)C(Cc1c[nH]c2ccccc12)NC(=O)c1ccccc1 (centres undefined),-0.1,59,i,21,0.2%,9%,6%,-2%,0%,0.7%,0.0%,
CCOC(=O)Nc1cccc(OCC(=O)Nc2ccccc2OCC)c1,5.0,58,i,40,0.8%,7%,2%,5%,-9%,7.9%,0.5%,
CC1(OC(=O)c2ccc(Cl)nc2)C(=O)C=C2C=C3CCCN3C=C2C1=O (centres undefined),0.5,69,i,22,0.1%,u,2%,10%,27%,0.3%,2.2%,
C/C(=N\n1cnnc1)c1ccc(C#N)cc1,-0.3,42,i,29,-0.1%,8%,3%,7%,-10%,2.3%,-0.3%,
Cc1nc(NCC2CCCO2)c2nnn(Cc3ccccc3Cl)c2n1 (centres undefined),-1.3,87,i,3,-0.2%,3%,-6%,2%,-4%,-0.1%,0.3%,
Cc1cc(NC(=O)CSc2nc(C(C)C)nc3sc(C)c(C)c23)no1,2.6,59,i,31,0.3%,3%,-4%,4%,-6%,-0.8%,3.9%,
Cc1cc(C)c(O)c(-c2cc(C(=O)Nc3cccnc3)[nH]n2)c1,2.7,57,i,14,-0.1%,10%,0%,8%,4%,11%,0.4%,
Cc1cccc(OCCSc2nc3ccccc3n2CC(=O)O)c1,2.5,52,i,44,-0.3%,14%,-9%,-1%,-6%,2.2%,-0.1%,NS5 inhibitors pilot replicate=-1.2
COc1ccc2c(c1)CCc1c(C(=O)N3CCCc4ccccc43)noc1-2,10,80,i,9,0.0%,5%,-6%,3%,-2%,16%,0.3%,
C/C(=N\NC(=S)NCCc1ccccc1)c1ccc(C)cc1,2.3,107,i,7,-0.9%,10%,2%,2%,2%,0.1%,1.4%,
COc1ccc(CNC(=S)Nc2ccccc2C)cc1,-0.3,50,i,54,-0.1%,-1%,-1%,1%,-9%,1.2%,0.1%,
COc1ccc(N2COC3c4cccc5cccc(c45)C32)cc1 (centres undefined),1.7,71,i,54,0.6%,15%,-5%,15%,-1%,2.8%,-3.1%,
CCOc1ccc(CCNC(=O)CS(=O)(=O)Cc2nc(-c3cccc(OC)c3)oc2C)cc1,-1.3,69,i,8,-0.1%,7%,-9%,-9%,-8%,10%,-0.1%,
Cc1cc(=O)n(CC(=O)NCCN2CCOCC2)c2c1c(C)nn2-c1ccccc1,1.1,54,i,12,-0.1%,15%,-3%,11%,-6%,1.7%,0.3%,
COc1cc(CNC2CCCC2)cc(Br)c1OCC(=O)Nc1ccccc1C,3.9,55,i,23,-1.2%,11%,2%,8%,-9%,-2.4%,-0.2%,
COc1ccc(S(=O)(=O)N2CCC(C(=O)N[C@@H](C)C(=O)NCc3ccc(F)cc3)CC2)cc1,0.0,47,i,3,0.2%,4%,-2%,14%,-11%,1.4%,0.3%,
Cc1sc2ncnc(NCCc3ccc(S(N)(=O)=O)cc3)c2c1C,1.9,27,i,20,x,6%,-18%,8%,-5%,-1.0%,0.0%,
CN1CCN(NC(=O)c2cc(-c3ccc(Cl)s3)nc3ccccc23)CC1,-2.2,60,i,42,11%,5%,9%,7%,-10%,20%,1.3%,
CCCOc1ccc(N2C(=O)CC(N3CCN(c4ccccc4F)CC3)C2=O)cc1 (centres undefined),0.0,61,i,52,-0.8%,18%,-6%,3%,-3%,2.3%,3.1%,
N#Cc1c(NC(=O)CSc2ccccn2)oc(-c2ccccc2)c1-c1ccccc1,6.3,68,i,55,1.6%,18%,8%,6%,12%,5.4%,0.3%,
COc1cccc(-c2cc3c(=O)n(-c4ccccc4)c(=S)[nH]c3s2)c1,1.2,51,i,59,0.1%,9%,-7%,23%,11%,2.1%,-1.3%,
Cc1ccc(S(=O)(=O)C2(C(=O)Nc3cccnc3)CC2)cc1,-1.7,76,i,50,0.6%,16%,10%,-4%,-7%,1.8%,-0.9%,

# Structures shown so far that have fluorine (3):
SMILES,NTR1 agonist,NTR1 agonist cell count 20 µM,T cell modulator,T cell modulator vesicle-bound %,West Nile virus CPE,Large T inhibition,PhoP inhibition,MgcRacGAP inhibition,NS5 inhibitors,RSV antiviral HEp-2,UTI89 phage lysis,others
CC(C)[C@H](NC(=O)c1c(F)cccc1F)C(=O)Nc1cccc(Br)c1,-1.1,86,i,57,-0.7%,10%,2%,12%,-4%,4.4%,0.3%,
COc1ccc(S(=O)(=O)N2CCC(C(=O)N[C@@H](C)C(=O)NCc3ccc(F)cc3)CC2)cc1,0.0,47,i,3,0.2%,4%,-2%,14%,-11%,1.4%,0.3%,
CCCOc1ccc(N2C(=O)CC(N3CCN(c4ccccc4F)CC3)C2=O)cc1 (centres undefined),0.0,61,i,52,-0.8%,18%,-6%,3%,-3%,2.3%,3.1%,

# Next part.
SMILES,NTR1 agonist,NTR1 agonist cell count 20 µM,T cell modulator,T cell modulator vesicle-bound %,West Nile virus CPE,Large T inhibition,PhoP inhibition,MgcRacGAP inhibition,NS5 inhibitors,RSV antiviral HEp-2,UTI89 phage lysis,others
COc1ccccc1CC(=O)O/N=C(\N)c1ccccn1,-0.4,57,i,46,0.1%,5%,-6%,2%,14%,1.1%,-0.7%,
Cc1ccccc1C(=O)N1CCN(c2ccc(NC(=S)NC(=O)c3cccs3)cc2)CC1,2.0,68,i,16,u,16%,0%,5%,10%,5.5%,0.2%,
CS(=O)(=O)N(CC(=O)O)c1ccc2c(c1)OCO2,-1.0,52,i,33,0.2%,12%,-2%,4%,5%,1.3%,0.6%,
O=C(COc1ccc2ccccc2c1Br)N1CCCC1,2.1,72,i,25,-1.1%,12%,0%,13%,6%,9.6%,-0.3%[50 µM],
COC(=O)C1=C(C)NC(=O)CC1c1cc2c(cc1Br)OCO2 (centres undefined),0.7,44,i,12,-0.2%,10%,-5%,8%,-8%,0.8%,0.2%,
O=C(NCC(c1cccs1)N1CCOCC1)c1cc(Cl)ccc1[N+](=O)[O-] (centres undefined),-0.4,67,i,26,x,3%,1%,-4%,-4%,-1.0%,0.1%[50 µM],
COc1ccc(C(=O)Nc2cccnc2)cc1S(=O)(=O)N1CCOCC1,-1.1,76,i,58,0.3%,1%,0%,2%,-3%,1.2%,0.8%,NS5 inhibitors pilot replicate=3.3
C/C(=N/NC(N)=S)c1ccccc1[N+](=O)[O-],-0.2,87,i,42,0.5%,15%,2%,1%,-1%,2.4%,0.4%,
Clc1ccc(NCc2ccsc2)cc1,1.3,67,i,52,0.6%,2%,-7%,x,x,0.0%,x,
COc1ccc(CN2CCC(CO)(Cc3ccccc3C(F)(F)F)CC2)c(F)c1,-1.4,71,i,21,-1.6%,9%,-12%,15%,8%,-2.1%,0.3%,
CN(C(=O)CS(=O)(=O)c1cn(CC(=O)N2CCOCC2)c2ccccc12)c1ccccc1,-0.8,60,i,23,0.2%,9%,-6%,-1%,4%,0.0%,0.2%,
O=c1c2ccccc2c2c(O)nc(-c3ccccc3)n2n1Cc1ccccc1,-1.5,63,i,29,-0.4%,3%,0%,9%,-4%,3.6%,0.8%,
